# Assay outcomes from PubChem BioAssay.
# EP2 mod – EP2 receptor modulators, cAMP readout, primary screen, cell-based, HTRF cAMP, PGE2 stimulation; induction, % at 25 µM; EP2-expressing cells, cAMP HTRF FRET, PGE2 co-stimulation; 260,000 compounds, 0.83% hits; Prostaglandin E2 receptor EP2 subtype (Homo sapiens), P43116;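 active means compounds whose cAMP rise, as percent of the full-agonist control response, exceeds 60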;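 further: rat C6 glioma line stably carrying human EP2 under a CMV promoter; the protocol text gives 20 µM as final concentration; 100% = response of wells given 1 µM PGE2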
# Target sequence (P43116 whole entry, looked up): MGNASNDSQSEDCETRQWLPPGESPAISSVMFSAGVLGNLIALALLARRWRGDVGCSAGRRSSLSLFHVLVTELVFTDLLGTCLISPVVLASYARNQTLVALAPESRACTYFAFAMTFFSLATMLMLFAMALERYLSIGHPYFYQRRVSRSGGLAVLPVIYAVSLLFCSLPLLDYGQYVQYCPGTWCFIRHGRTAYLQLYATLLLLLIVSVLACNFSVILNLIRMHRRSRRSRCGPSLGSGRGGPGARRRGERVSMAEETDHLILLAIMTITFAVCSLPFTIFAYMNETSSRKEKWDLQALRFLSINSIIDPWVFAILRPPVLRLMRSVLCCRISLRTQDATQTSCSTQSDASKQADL
# eIF4E-4G inh – eIF4E–eIF4G protein interaction inhibitors, primary screen, biochemical, uHTS, TR-FRET, eIF4GI fragment. Eukaryotic translation initiation factor 4E (Mus musculus) + Eukaryotic translation …. TR-FRET eIF4E-eIF4GI(517-606) binding, 2 h. inhibition, % at 21.7 µM. 220,000 compounds, 0.37% hits. AID 782, 2007;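 active means inhibition above about 30%, limit read from the data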;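 further: 0% = full FRET control wells and 100% = background wells lacking eIF4GI fragment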
# Rad51 HR inh – human RAD51 strand exchange inhibitors, primary screen, biochemical, fluorescence. DNA repair protein RAD51 homolog 1 (Homo sapiens), Q06609. hRad51 DNA strand exchange, fluorescence dequenching. inhibition, % at 10 µM. 200,000 compounds, 0.085% hits. AID 1385, 2008;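 active means inhibition above 40% at the single screening dose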;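 further: 0% = DMSO control wells and 100% = blanks with heterologous ssDNA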
# Target sequence (Q06609 whole entry, looked up): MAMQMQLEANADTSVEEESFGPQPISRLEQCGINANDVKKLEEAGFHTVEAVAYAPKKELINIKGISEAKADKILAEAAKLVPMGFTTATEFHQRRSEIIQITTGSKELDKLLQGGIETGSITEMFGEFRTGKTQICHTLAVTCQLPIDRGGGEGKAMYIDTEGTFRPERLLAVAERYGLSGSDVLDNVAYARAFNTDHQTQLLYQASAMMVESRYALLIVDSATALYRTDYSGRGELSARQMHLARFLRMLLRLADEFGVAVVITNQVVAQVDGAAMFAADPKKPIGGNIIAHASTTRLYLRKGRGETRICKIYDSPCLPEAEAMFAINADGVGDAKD
#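 Read-out basis: percent inhibition relative to plate controls and blanks / Assay system: human Rad51 nucleoprotein filaments preassembled on unlabelled ssDNA / Timing: filaments 15 min 37 °C, then compound 30 min / Control set: per-plate controls and blanks / Technique: fluorescence dequenching at 485/520 nm / Compound: 10 µM final, single point / Also added: Fluorescein- and BHQ1-tagged 47-mer duplex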
# 14-3-3 Bad PPI – inhibitors of 14-3-3 zeta/Bad binding, primary screen, biochemical, TR-FRET, bovine 14-3-3 zeta. 14-3-3 protein zeta/delta (Bos taurus), P63103. TR-FRET 14-3-3zeta/Dy647-pBad peptide displacement, 1 h. inhibition, % at 21.7 µM. 220,000 compounds, 0.71% hits. AID 781, 2007;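 active means inhibition above about 70%, limit read from the data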;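 further: 0% = full 14-3-3 plus peptide FRET controls and 100% = background without 14-3-3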
# Target sequence (P63103 whole entry, looked up): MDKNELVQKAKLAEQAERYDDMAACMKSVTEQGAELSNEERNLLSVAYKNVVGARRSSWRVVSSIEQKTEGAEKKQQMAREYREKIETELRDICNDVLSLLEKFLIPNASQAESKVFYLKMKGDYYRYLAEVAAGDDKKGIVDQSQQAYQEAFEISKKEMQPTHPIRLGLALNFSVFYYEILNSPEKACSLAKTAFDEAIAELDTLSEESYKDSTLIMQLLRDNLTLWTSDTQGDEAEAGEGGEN
# Calpain2 inh – inhibitors of pig calpain II, primary screen, biochemical, fluorogenic peptide substrate, 1536-well; purified calpain II, 30 min; inhibition, % at 16 µM; 220,000 compounds, 0.37% hits; AID 1236, 2008;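 active means inhibition above about 50%, limit read from the data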
# Tb hexokinase – Trypanosoma brucei hexokinase 1 inhibitors, primary screen, biochemical, G6PDH-coupled NADH absorbance, MLSCN library; hexokinase 1 [Trypanosoma brucei]; recombinant TbHK1, G6PDH-coupled NADH A340; inhibition, % at 10 µM; 220,000 compounds, 0.11% hits; AID 1430, 2008;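 active means inhibition of 50% or more in the single-dose primary screen; inactive means inhibition below 50%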
# L929 necroptosis – inhibitors of zVAD-triggered necroptosis, primary screen, L929 cells. L929 zVAD necroptosis rescue, ATP luminescence, 24 h; with zVAD 60 µM. viability rescue, % at 10 µM. 220,000 compounds, 0.38% hits. AID 1377, 2008;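 active means activation, scaled between plate controls, above about 75%, limit read from the data; inactive means activation under that limit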;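 further: 0% = zVAD with DMSO and 100% = DMSO alone without zVAD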
# Hck-Nef inh – inhibitors of Nef-activated human Hck kinase, primary screen, biochemical, Z-Lyte FRET, 384-well, Hck-YEEI. Tyrosine-protein kinase HCK (Homo sapiens), P08631. Recombinant Hck-YEEI plus Nef, Z-Lyte FRET kinase assay. inhibition, % at 20 µM. 220,000 compounds, 0.68% hits. AID 463187, 2010;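 active means Hck-Nef kinase inhibition above about 50%, limit read from the data; inactive means inhibition below that limit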;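 further: 0% = DMSO with Hck plus Nef and 100% = Hck alone without Nef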
# PGE2 EP2 inh – human EP2 receptor antagonists, primary screen, TR-FRET cAMP, C6 glioma cells. 260,000 compounds, 0.52% hits. Prostaglandin E2 receptor EP2 subtype (Homo sapiens), P43116. AID 1422, 2008. C6 glioma cells expressing human EP2; cells stimulated with saturating PGE2. inhibition, % at 25 µM;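 active means percent inhibition above 40 after rounding to a whole number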;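 further: rat C6 glioma host cells with rolipram phosphodiesterase inhibitor present; the protocol text gives 20 µM as final concentration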
# The depositor's hits bear a star; . = no result given; [ ] = another dose, or the depositor's remark. An excerpt (hit frequency here may not be typical).
SMILES,EP2 mod,eIF4E-4G inh,Rad51 HR inh,14-3-3 Bad PPI,Calpain2 inh,Tb hexokinase,L929 necroptosis,Hck-Nef inh,PGE2 EP2 inh
Cc1ccc(-n2cc(-c3ccccc3)c3c(N4CCN(C)CC4)ncnc32)cc1,-1.2,-7.2,3.9,-9.8,-29.9,-3.7,1.8,13.9,5.4
N#CCSc1nc2ccccc2c(=O)n1-c1ccccc1,8.5,0.4,4.1,7.0,7.3,6.9,-0.8,13.5,11.5
Cc1ccc(CC(=O)N2CCN(C(=O)c3ccco3)CC2)cc1,12.3,3.6,-9.1,-3.6,23.7,0.8,2.0,28.9,-2.8
O=C(NCc1ccco1)c1cc(S(=O)(=O)N2CCOCC2)ccc1Cl,20.8,5.3,1.1,10.4[fluorescence artefact?],-14.7,6.8,0.1,5.3,5.6
Cc1ccc(C2(c3noc(CN(C)CCCN4CCOCC4)n3)CCCC2)cc1,2.1,-0.3,2.8,-10.3,-24.2,-6.1,-1.5,23.0,1.3
Cc1cc(N2CCCC2=O)cc(C)c1CN1C(=O)c2ccccc2C1=O,-15.3,-1.9[fluorescence artefact?],-7.0,-5.5[fluorescence artefact?],-11.3,7.5,0.1,0.5,11.5
CCOC(=O)CC(NC(=O)c1ccccc1F)c1ccc(C)cc1 (stereo not drawn),19.8,-1.5,3.5,-9.1,21.9,0.4,0.5,12.6,2.0
O=C(CCCOc1ccccc1)N1CCN(c2ccccn2)CC1,-16.4,-4.9,3.3,3.9,-6.4,0.4,0.2,-5.5,29.0
COc1ccc(CN2CCNC(=O)C2CC(=O)NCc2cnn(C)c2)cc1OC (stereo not drawn),33.6,-0.1,.,-4.3,14.3,-8.8,0.9,9.2,3.2
CC(C)Cc1nnc(NC(=O)CSc2nc(O)c(-c3ccccc3)c(=O)[nH]2)s1,0.1,2.6,-2.6,-0.8,12.3,5.3,-0.5,19.5,6.7
O=C(OCc1ccc([N+](=O)[O-])cc1)C1CC(=O)N(c2ccccc2)C1 (stereo not drawn),-65.4,-4.5,1.6,-3.2[fluorescence artefact?],1.3,22.2,1.3,-20.0,2.8
C/C(=N\NC(=O)C1(C)CC1(Br)Br)c1ccc(NC(=O)c2ccc(C)o2)cc1 (stereo not drawn),-8.7,6.9,2.5,3.1,19.8,-6.5,4.6,0.6,6.3
O=C(CSc1nnc(-c2ccccn2)n1Cc1ccco1)c1ccc(-c2ccccc2)cc1,25.4,-26.4,-29.2,-3.8[fluorescence artefact?],-7.8,-4.7,0.7,17.1,5.9
CCCCc1c(O)nc(SCC(=O)c2ccccc2)n(-c2ccccc2)c1=O,24.0,2.5,19.2,-1.9,35.0,-3.4,2.5,9.3,15.7
CC1CCCC(C)N1/N=C/c1cc(Br)c(O)c(Br)c1 (stereo not drawn),-4.5,-7.0[fluorescence artefact?],5.5,1.2,16.6,-17.8,1.2,1.0,6.8
COc1ccc(-n2c(=O)c3ccccc3n(CC(=O)NC3CCCC3)c2=O)c(OC)c1,-0.6,-3.6,-8.1,-1.4,-3.0,-4.8,-1.0,-1.1,5.8
CCOc1ccc(N2C(=O)c3cccnc3C2Nc2ccc(OC)cc2)cc1 (stereo not drawn),3.5,-1.3,-4.9,0.4,-17.1,-7.5,0.6,-0.3,6.2
CN1C(=O)NC(c2ccc(O)cc2)C2=C1CN(c1ccccc1)C2=O (stereo not drawn),20.1,0.2,.,-7.9,-25.2,-8.1,0.0,29.6,5.0
O=C(CCCCCn1c(=O)[nH]c2ccccc2c1=O)NCCCN1CCN(c2ccccc2F)CC1,-13.2,8.9,.,8.0,2.5,-0.1,-0.2,2.7,.
CC(=O)c1nn(-c2cccc(Br)c2)cc1C(=O)c1ccc(Br)cc1,12.1,-7.5[fluorescence artefact?],1.7,-3.2,2.2,-5.5,1.3,-20.8,9.7
CC(C)(C)NC(=O)C(c1ccncc1)N(C(=O)Cn1nnc(-c2ccc(F)cc2)n1)c1cccc(F)c1 (stereo not drawn),14.8,1.2,-126.8,-4.8,-2.7,-9.7,0.0,7.8,7.1
C=CCN1C(=O)CSc2ccc(C(=O)NCCC3=CCCCC3)cc21,-22.8,1.0,.,-1.9,7.4,-5.5,-0.3,6.9,9.6
O=C(COC(=O)CCc1ccccc1)NC(c1ccccc1)c1ccccc1,58.8,-0.3,6.3,-7.2[fluorescence artefact?],12.1,32.2,1.0,4.7,9.5
C/C(=C\C(=O)c1ccc(C)o1)Nc1ccc2c(c1)OCO2,21.5,-4.3,-9.7,-9.3,8.5,-3.7,-0.3,-0.5,7.0
O=c1c2cn[nH]c2nc(SCc2ccccc2F)n1-c1ccc(Br)cc1,83.1*,3.8,.,-3.1,-31.8,0.6,.,0.2,12.8

# A section from the list above:
SMILES,EP2 mod,eIF4E-4G inh,Rad51 HR inh,14-3-3 Bad PPI,Calpain2 inh,Tb hexokinase,L929 necroptosis,Hck-Nef inh,PGE2 EP2 inh
Cc1ccc(-n2cc(-c3ccccc3)c3c(N4CCN(C)CC4)ncnc32)cc1,-1.2,-7.2,3.9,-9.8,-29.9,-3.7,1.8,13.9,5.4
N#CCSc1nc2ccccc2c(=O)n1-c1ccccc1,8.5,0.4,4.1,7.0,7.3,6.9,-0.8,13.5,11.5
Cc1ccc(CC(=O)N2CCN(C(=O)c3ccco3)CC2)cc1,12.3,3.6,-9.1,-3.6,23.7,0.8,2.0,28.9,-2.8

# (more compounds)
SMILES,EP2 mod,eIF4E-4G inh,Rad51 HR inh,14-3-3 Bad PPI,Calpain2 inh,Tb hexokinase,L929 necroptosis,Hck-Nef inh,PGE2 EP2 inh
CCOC(=O)/C(=C\c1ccc([N+](=O)[O-])cc1)C(=O)c1cc(C(C)=O)c(Nc2ccccc2)s1,22.5,-14.2,-8.0,1.0,0.3,5.5,19.8,0.6,-1.6
Cc1ccc(CN2C(=O)N/C(=C\c3ccc(-c4ccc(C(=O)O)cc4C)o3)C2=O)cc1,-31.5,10.4,6.9,19.3,0.2,5.2,0.2,60.1*,9.2
CCOc1cc(/C=C2/NC(=O)N(Cc3ccccc3F)C2=O)ccc1O,21.0,-3.5[fluorescence artefact?],27.6,-21.5,-13.7,-17.4,0.6,7.2,12.2
CCCSc1nnc2[nH]c(=O)cc(N)n12,27.9,-0.4,0.6,-10.7,-9.4,-6.8,-0.1,0.8,12.5
COc1ccc(CCNc2oc(Cc3ccccc3)nc2C#N)cc1OC,-33.5,1.6,-10.2,-10.8,-23.1,-3.4,0.4,-1.3,15.8
CCS(=O)(=O)c1ccc2oc(SCC(=O)NC(C)C3CC4CCC3C4)nc2c1 (stereo not drawn),10.4,0.2,3.4,1.9,-17.1,-4.3,-0.5,-0.9,11.0
c1cn2cc(CN3CCOCC3)nc2s1,31.6,2.8,-9.2,-9.8,12.9,5.7,0.0,0.8,4.3
Cc1ccc(C(=O)N/C(=C/c2ccco2)C(=O)NCCCn2ccnc2)cc1,20.7,-0.5,0.7,7.0,-11.1,-6.4,-0.2,6.2,10.7
Cc1ccc(N/C=C/C(=O)c2ccc(C)cc2)cc1,1.3,-13.6,-5.4,-1.5,-10.5,-11.1,0.5,2.7,10.8
COCC(C)n1c(SCC(=O)c2cc(C)n(C)c2C)nc2ccccc2c1=O (stereo not drawn),-35.4,-1.6,1.0,-11.7,4.8,-6.0,2.6,-3.1,8.3
CS(=O)(=O)N(CC(=O)Nc1c(F)cccc1F)c1cccc([N+](=O)[O-])c1,-7.2,-4.6[fluorescence artefact?],-5.1,4.2[fluorescence artefact?],-18.4,5.3,0.1,0.1,3.7
COc1ccc(OC)c2c1sc(=NC(=O)C1COc3ccccc3O1)n2C (stereo not drawn),11.5,-7.2,.,1.2,-12.3,-22.1,0.0,17.8,5.4
CCCSc1nc2sc3c(c2c(=O)n1CC)CC(C)(C)OC3,52.0,1.3,-3.2,-7.9,1.2,-11.0,-0.7,17.2,10.2
O=C1c2cccc3cccc(c23)C(=O)N1c1nccs1,33.9,7.6,9.1,14.0,3.2,-4.4,3.7,2.0,0.6
Oc1[nH]c2ccccc2c1N=Nc1nc(Nc2ccccc2)nc(N2CCOCC2)n1,5.3,5.7,20.8,27.0,-57.8,-47.5,-1.2,22.9,4.6
Cc1ccc(C)c2sc(N)nc12,12.2,1.9,-6.0,-8.5,-17.1,-5.0,6.3,20.6,13.2
CN(C)CCCNCCCNC(=O)c1ccccn1,5.3,1.6,5.3,24.4,11.9,6.8,-0.5,-0.7,11.0
CCOC(=O)N1CCN(C(=O)c2cc(OC)cc(OC)c2)CC1,-11.4,-1.7,-0.2,0.2,14.2,3.1,0.5,-0.2,5.9
O=C(CCN1CCN(CCO)CC1)Nc1ccc(Br)cc1,3.2,1.7,1.6,2.3,-7.6,-3.3,-1.9,16.7,8.6
CC(C)CC1(C(=O)NCCN2CCOCC2)C=CCN1C(=O)c1ccccc1 (stereo not drawn),8.4,4.9,0.1,5.4,-12.8,0.9,1.8,-0.5,5.7
CCOC(=O)c1ccc(N=c2sc(C(=O)OC)cc(=O)n2-c2ccc(C(=O)OCC)cc2)cc1,24.9,1.0,3.9,5.0,-83.5,-8.6,.,-3.3,10.9
O=C(CCC(=O)OCC(=O)c1cccc([N+](=O)[O-])c1)NC1CCCCC1,-5.8,1.9,2.7,-15.2,-19.6,-3.1,0.2,5.9,16.7
Cn1nc2c3ccccc3n(Cc3ccccc3)c2nc1=S,35.1,1.5,-12.6,9.0,16.3,2.5,-0.9,12.6,-0.2
COc1ccc(N2CCN(C(=O)c3ccc(C)cc3)CC2)c([N+](=O)[O-])c1,-71.5,3.3[fluorescence artefact?],-2.8,-11.9,34.3,28.0,0.6,2.3,7.4
N/C(=N\OCC(=O)Nc1ccccc1)c1nonc1N,-5.2,6.3,.,-7.3[fluorescence artefact?],11.1,-3.5,0.7,0.8,1.0
Cc1cc(C2C(=O)CC(=O)CC2c2ccccc2)on1 (stereo not drawn),18.8,3.2,13.6,9.1[fluorescence artefact?],-83.6,3.7,0.7,-0.7,13.3
OCCC1CN(C/C(Cl)=C/c2ccccc2)CCN1C1CCCC1 (stereo not drawn),-1.7,2.7,14.6,-11.4,-10.9,10.2,-0.6,18.8,4.5
CC1=C(CC(=O)c2ccc(Cl)cc2)C(=O)c2ccccc2C1=O,60.3,-0.4[fluorescence artefact?],-7.2,-8.6,15.5,5.0,0.7,-0.9,5.7
S=C(Nc1ccc2c(c1)OCO2)Nc1ccccc1Cl,-23.5,1.2,4.6,-11.1,7.4,5.4,-0.3,0.2,10.8
COc1ccc(NC(=O)CC2C(=O)N(c3ccccc3)C(=O)N2CCc2cccs2)cc1 (stereo not drawn),-4.9,0.0,-3.5,7.9,18.8,-1.6,2.7,-4.5,1.5
